# Source: PubChem
# C2C12 statin: suppression of simvastatin myotoxicity; C2C12 myotubes + simvastatin, ATP luminescence, 48 h; scaled: DMSO 0, geranylgeraniol control 100; rescue of ATP level, % at 7.49 µM; 330,000 tested, 0.78% active; AID 602340;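 active = mean ATP rescue above about 67%, or every replicate alone reaching that limit, limit read from the data, passing the limit was not always enough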;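 note: myotubes were challenged with 10 µM simvastatin during compound exposure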
# E-sel inducer: induces E-selectin expression in human endothelial cells; activation, % at 7.58 µM; 260,000 tested, 0.37% active; HUVEC E-selectin immunofluorescence imaging; normalized: neutral wells 0, TNF-alpha wells 100;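 active = mean E-selectin-positive cell signal at least 10% of the positive control, reached in at least 60% of replicates, without over 20% cell loss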;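 note: in these data hits start at about 27%; measured in HUVEC primary endothelial cells; signal is the percent of cells scored E-selectin positive by PE staining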
# Target sequence (P16581 whole entry, looked up): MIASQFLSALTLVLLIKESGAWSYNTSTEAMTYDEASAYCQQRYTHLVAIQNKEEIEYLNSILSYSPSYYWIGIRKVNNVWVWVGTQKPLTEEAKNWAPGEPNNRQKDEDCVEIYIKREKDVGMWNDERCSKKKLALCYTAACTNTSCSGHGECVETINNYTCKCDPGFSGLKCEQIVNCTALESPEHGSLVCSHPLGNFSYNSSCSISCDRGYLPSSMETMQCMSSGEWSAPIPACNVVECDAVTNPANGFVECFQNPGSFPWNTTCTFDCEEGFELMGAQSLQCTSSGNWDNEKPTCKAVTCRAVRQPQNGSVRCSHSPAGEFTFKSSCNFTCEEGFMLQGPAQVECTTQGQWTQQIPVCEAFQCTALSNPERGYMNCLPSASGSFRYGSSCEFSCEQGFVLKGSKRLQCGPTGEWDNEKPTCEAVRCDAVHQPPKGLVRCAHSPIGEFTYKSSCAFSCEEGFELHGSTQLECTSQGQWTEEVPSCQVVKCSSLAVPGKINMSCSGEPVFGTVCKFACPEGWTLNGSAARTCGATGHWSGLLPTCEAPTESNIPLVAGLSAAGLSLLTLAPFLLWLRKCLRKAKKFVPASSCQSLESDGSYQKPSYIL
#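 Read-out: % PE-positive cells | Test system: HUVEC | Doses: One compound dose added by pin transfer | Buffer or medium: EGM-2 over gelatin coat | Signal: Immunofluorescence imaging | Benchmarks: TNF-alpha, DMSO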
# Active calls of the source: *.
compound	E-sel inducer	C2C12 statin
C[C@@H](O)C#Cc1ccc2c(c1)O[C@@H](CN(C)CC1CC1)[C@@H](C)CN([C@@H](C)CO)S2(=O)=O	0.3	8
C[C@@H](NC(=O)[C@@H]1[C@@H](CO)[C@@H]2Cn3c(cccc3=O)[C@H]1N2Cc1ccncc1)c1ccccc1	-0.5	-5
C[C@@H]1CCCCO[C@H](CN(C)C(=O)c2ccncc2)[C@@H](C)CN([C@@H](C)CO)C(=O)c2cc(N(C)C)ccc2O1	0.3	10
Cc1ccc(S(=O)(=O)Nc2ccc3c(c2)C(=O)N([C@@H](C)CO)C[C@H](C)[C@H](CN(C)Cc2ccc(Oc4ccccc4)cc2)O3)cc1	0.1	14
C[C@H]1CN([C@@H](C)CO)S(=O)(=O)c2ccc(-c3cccnc3)cc2O[C@@H]1CN(C)C(=O)C1CC1	0.1	3
C[C@H](CO)N1C[C@H](C)[C@H](CN(C)Cc2ccc(-c3ccccc3)cc2)Oc2ccc(NS(=O)(=O)c3ccc(F)cc3)cc2CC1=O	-0.3	25
Cc1ccc(S(=O)(=O)N(C)C[C@@H]2Oc3ccc(NS(=O)(=O)c4cn(C)cn4)cc3CC(=O)N([C@H](C)CO)C[C@H]2C)cc1	-0.1	-8
CC(C)NC(=O)N(C)C[C@H]1OCCCC[C@H](C)Oc2ccc(NC(=O)c3ccncc3)cc2C(=O)N([C@@H](C)CO)C[C@@H]1C	-0.3	9
C[C@@H]1CN([C@@H](C)CO)C(=O)CCCn2cc(nn2)CO[C@@H]1CN(C)C(=O)Nc1ccccc1C(F)(F)F	2.2	-15
C[C@H](CO)N1C[C@H](C)[C@H](CN(C)C(=O)C2CC2)Oc2ncc(-c3ccncc3)cc2C1=O	0.3	22
C[C@H]1CN([C@@H](C)CO)C(=O)CCCn2cc(nn2)CO[C@H]1CN(C)C(=O)Cc1ccccc1	0.0	-1
C[C@H](NC(=O)C[C@@H]1C=C[C@H](NC(=O)Nc2ccc3c(c2)OCO3)[C@H](CO)O1)c1ccccc1	-0.1	21
C[C@H]1CCCCO[C@@H](CN(C)C(=O)Cc2ccccc2)[C@@H](C)CN([C@@H](C)CO)C(=O)c2cc(N(C)C)ccc2O1	-0.1	3
COc1ccc(-c2cnc3c(c2)C(=O)N([C@@H](C)CO)C[C@H](C)[C@H](CN(C)S(=O)(=O)c2ccc(OC)cc2)O3)cc1	0.0	24
CO[C@@H]1CN(C)C(=O)c2cc(NS(C)(=O)=O)ccc2OC[C@H](C)N(C(=O)NC(C)C)C[C@@H]1C	-0.1	2
C/C=C/c1cnc2c(c1)C(=O)N([C@H](C)CO)C[C@@H](C)[C@@H](CN(C)Cc1ccc3c(c1)OCO3)O2	0.8	3
C/C=C/c1cnc2c(c1)C(=O)N([C@@H](C)CO)C[C@H](C)[C@@H](CN(C)Cc1ccccc1F)O2	0.0	0
CCS(=O)(=O)Nc1ccc2c(c1)C(=O)N(C)C[C@@H](OC)[C@@H](C)CN(C(=O)c1ccc3c(c1)OCO3)[C@H](C)CO2	0.2	0
O=C(Nc1ccc2c(c1)[C@H]1C[C@H](CC(=O)N3CCc4ccccc4C3)O[C@@H](CO)[C@H]1O2)Nc1ccccc1F	1.5	-1
C[C@H](CO)N1C[C@H](C)[C@H](CN(C)C(=O)C2CCCCC2)OCCCC[C@H](C)Oc2ccc(NC(=O)c3ccncc3)cc2C1=O	-0.2	33

# Nine entries from above, arranged by molecular weight, high to low:
compound	E-sel inducer	C2C12 statin
COc1ccc(-c2cnc3c(c2)C(=O)N([C@@H](C)CO)C[C@H](C)[C@H](CN(C)S(=O)(=O)c2ccc(OC)cc2)O3)cc1	0.0	24
C[C@@H]1CCCCO[C@H](CN(C)C(=O)c2ccncc2)[C@@H](C)CN([C@@H](C)CO)C(=O)c2cc(N(C)C)ccc2O1	0.3	10
C[C@@H]1CN([C@@H](C)CO)C(=O)CCCn2cc(nn2)CO[C@@H]1CN(C)C(=O)Nc1ccccc1C(F)(F)F	2.2	-15
CO[C@@H]1CN(C)C(=O)c2cc(NS(C)(=O)=O)ccc2OC[C@H](C)N(C(=O)NC(C)C)C[C@@H]1C	-0.1	2
C[C@H]1CN([C@@H](C)CO)S(=O)(=O)c2ccc(-c3cccnc3)cc2O[C@@H]1CN(C)C(=O)C1CC1	0.1	3
C[C@H]1CN([C@@H](C)CO)C(=O)CCCn2cc(nn2)CO[C@H]1CN(C)C(=O)Cc1ccccc1	0.0	-1
C[C@H](NC(=O)C[C@@H]1C=C[C@H](NC(=O)Nc2ccc3c(c2)OCO3)[C@H](CO)O1)c1ccccc1	-0.1	21
C[C@@H](NC(=O)[C@@H]1[C@@H](CO)[C@@H]2Cn3c(cccc3=O)[C@H]1N2Cc1ccncc1)c1ccccc1	-0.5	-5
C/C=C/c1cnc2c(c1)C(=O)N([C@@H](C)CO)C[C@H](C)[C@@H](CN(C)Cc1ccccc1F)O2	0.0	0

# Other records follow.
compound	E-sel inducer	C2C12 statin
COc1ccc(OCC(=O)N/N=C(\C)c2ccc(-n3ccnc3)cc2)cc1	-0.2	2
C[C@H](CO)N1C[C@H](C)[C@@H](CN(C)C(=O)C2CC2)Oc2cc(C#CC(C)(C)O)ccc2S1(=O)=O	0.8	20
O=C(COC(=O)Cc1c(Cl)cccc1Cl)Nc1ccccc1-c1ccccc1	-0.2	7
CC(C)COC(=O)N(C)C[C@@H]1OCc2cn(nn2)CCCC(=O)N([C@H](C)CO)C[C@@H]1C	0.0	-2
Cc1noc(C)c1S(=O)(=O)N(C)C[C@H]1OCc2ccccc2-c2ccccc2C(=O)N([C@@H](C)CO)C[C@@H]1C	1.1	1
CCCN(C)C[C@@H]1Oc2cc(-c3cccc(F)c3)ccc2S(=O)(=O)N([C@@H](C)CO)C[C@@H]1C	1.5	-3
O=C(C[C@H]1C=C[C@H](NC(=O)c2cccnc2)[C@H](CO)O1)NCCN1CCCCC1	0.0	1
COCC#Cc1cnc2c(c1)C(=O)N([C@@H](C)CO)C[C@@H](C)[C@@H](CN(C)C(=O)Nc1cc(F)ccc1F)O2	0.0	4
C[C@@H]1CN([C@H](C)CO)C(=O)c2cc(N(C)C)ccc2O[C@@H](C)CCCCO[C@@H]1CN(C)C(=O)Nc1ccc2c(c1)OCO2	0.0	0
Cc1ccc(S(=O)(=O)Nc2cccc3c2O[C@H](CN(C)C(=O)Nc2cccc4ccccc24)[C@@H](C)CN([C@H](C)CO)C3=O)cc1	0.0	13
C[C@@H]1CN([C@@H](C)CO)C(=O)c2cccc(NS(=O)(=O)c3ccc(F)cc3)c2O[C@@H]1CN(C)Cc1ccc(Oc2ccccc2)cc1	0.0	-31
C[C@@H]1CN([C@@H](C)CO)S(=O)(=O)c2ccc(C#CC3CC3)cc2O[C@H]1CN(C)C(=O)Nc1cc(F)ccc1F	0.0	-29
C[C@H]1CN([C@@H](C)CO)S(=O)(=O)c2ccc(-c3ccc(F)cc3)cc2O[C@H]1CN(C)Cc1cccc(F)c1	0.0	-16
C[C@@H]1CN([C@@H](C)CO)S(=O)(=O)c2ccc(-c3cncnc3)cc2O[C@H]1CN(C)C(=O)C1CC1	-2.3	7
C[C@@H]1CN([C@@H](C)CO)S(=O)(=O)c2ccc(-c3cccnc3)cc2O[C@H]1CN(C)CC1CC1	3.6	1
C[C@@H]1CCCCO[C@@H](CN(C)Cc2ccc3c(c2)OCO3)[C@H](C)CN([C@H](C)CO)C(=O)c2cc(NS(C)(=O)=O)ccc2O1	-0.2	-41
C[C@@H]1CN([C@H](C)CO)C(=O)CCCn2cc(nn2)CO[C@@H]1CN(C)C(=O)Nc1ccccc1	0.5	-4
CCOC(=O)c1c(C)[nH]c(C)c1C(=O)CSc1nc2ccccc2c(=O)n1-c1ccc(C)cc1	-0.2	-6
Cc1noc(C)c1S(=O)(=O)N(C)C[C@H]1Oc2c(NC(=O)C3CCOCC3)cccc2C(=O)N([C@@H](C)CO)C[C@H]1C	0.3	-10
C[C@@H]1CN([C@@H](C)CO)C(=O)CCCn2cc(nn2)CO[C@@H]1CN(C)C(=O)c1cc(-c2ccccc2)on1	0.1	4
C[C@H](CO)N1C[C@H](C)[C@H](CN(C)Cc2ccncc2)OCc2cnnn2CCCC1=O	0.3	7
Cc1ccc(S(=O)(=O)N(C)C[C@H]2Oc3c(NS(=O)(=O)c4cn(C)cn4)cccc3C(=O)N([C@H](C)CO)C[C@@H]2C)cc1	1.7	6
C[C@@H]1CN([C@@H](C)CO)C(=O)c2cccc(NC(=O)Nc3ccc(F)cc3)c2O[C@H]1CN(C)S(=O)(=O)c1ccc(F)cc1	-0.5	-15
CNC[C@H]1OCCCC[C@H](C)Oc2ccc(NC(=O)CCC(F)(F)F)cc2C(=O)N([C@@H](C)CO)C[C@H]1C	0.0	2
C[C@@H]1CN([C@H](C)CO)C(=O)Cc2cc(NC(=O)CCC(F)(F)F)ccc2O[C@@H]1CN(C)Cc1ccc2c(c1)OCO2	-1.1	26
COc1ccc(NC(=O)N(C)C[C@@H]2Oc3c(NS(=O)(=O)c4ccccc4)cccc3C(=O)N([C@H](C)CO)C[C@@H]2C)cc1	-0.5	-8
CCCC(=O)Nc1ccc2c(c1)C(=O)N(C)[C@H]1CC[C@H](CC(=O)NCCN3CCCCC3)O[C@H]1CO2	-0.1	6
CCS(=O)(=O)N1[C@H](C#N)[C@@H](c2ccc(-c3cccc(F)c3)cc2)[C@@H]1CO	0.2	10
CCC(=O)N(C)C[C@@H]1Oc2ncc(C#CC(C)C)cc2C(=O)N([C@@H](C)CO)C[C@H]1C	0.0	2
COCC(=O)Nc1ccc2c(c1)OC[C@@H](C)N(C(=O)C1CCCC1)C[C@@H](C)[C@@H](OC)CN(C)C2=O	-0.1	-14
CCCN(C)C[C@H]1OCCCC[C@@H](C)Oc2ccc(NC(=O)Nc3ccc(F)cc3)cc2C(=O)N([C@@H](C)CO)C[C@H]1C	0.3	33
C[C@H]1CN([C@@H](C)CO)C(=O)c2cc(C#CC3CC3)cnc2O[C@@H]1CN(C)C(=O)C1CCCCC1	4.3	47
C[C@H](CO)N1C[C@H](C)[C@@H](CN(C)C(=O)C2CC2)Oc2ncc(-c3ccncc3)cc2C1=O	0.3	44
C[C@H](CO)N1C[C@H](C)[C@@H](CN(C)C(=O)C2CCOCC2)Oc2ncc(C#Cc3cccc(F)c3)cc2C1=O	-0.2	21
C[C@@H]1CN([C@H](C)CO)C(=O)c2cc(-c3ccncc3)cnc2O[C@@H]1CN(C)C(=O)C1CCC1	-0.1	0
Cc1ccc(S(=O)(=O)N(C)C[C@H]2OCc3cn(nn3)CCCC(=O)N([C@H](C)CO)C[C@H]2C)cc1	0.0	-4
C[C@H](CO)N1C[C@H](C)[C@@H](CN(C)C(=O)c2ccncc2)Oc2ncc(C#CC3CC3)cc2C1=O	3.9	9
C[C@H](CO)N1C[C@H](C)[C@H](CN(C)C(=O)Nc2ccc(F)cc2)Oc2ccc(NS(=O)(=O)c3cn(C)cn3)cc2C1=O	-0.3	-7
C[C@H](O)C#Cc1ccc2c(c1)O[C@H](CN(C)CC1CC1)[C@@H](C)CN([C@H](C)CO)S2(=O)=O	0.5	-46
O=C(Cc1cccnc1)N[C@H]1CC[C@@H](CCNS(=O)(=O)c2ccccc2Cl)O[C@@H]1CO	0.4	9
Cc1cccc(NC(=O)Nc2ccc3c(c2)C(=O)N(C)[C@@H]2CC[C@H](CC(=O)NCc4ccccc4Cl)O[C@H]2CO3)c1	0.1	4
C[C@@H]1CN([C@H](C)CO)S(=O)(=O)c2ccc(-c3ccncc3)cc2O[C@H]1CN(C)C(=O)C1CCC1	0.6	-10
CC(C)C#Cc1ccc2c(c1)O[C@H](CN(C)C(=O)C1CCC1)[C@H](C)CN([C@H](C)CO)S2(=O)=O	0.1	-14
CN1C(=O)c2cc(NC(=O)C3CCCC3)ccc2OC[C@H]2O[C@@H](CC(=O)O)CC[C@@H]21	0.0	11
O=C(C[C@@H]1CC[C@H](NC(=O)CCN2CCCCC2)[C@@H](CO)O1)Nc1nccs1	-0.2	-12
CCCC(=O)Nc1ccc2c(c1)C(=O)N(C)[C@H]1CC[C@@H](CC(=O)NCCc3ccccc3)O[C@@H]1CO2	0.0	14
CCOc1ccc(N2C(=O)CC(SCCN)C2=O)cc1 (stereo unspecified)	-1.1	-2
C[C@@H]1CN([C@@H](C)CO)C(=O)c2cccc(NC(=O)c3nc4ccccc4s3)c2O[C@@H]1CN(C)Cc1ccc(C(=O)Nc2ccccc2N)cc1	0.9	61
C[C@@H]1CN([C@@H](C)CO)C(=O)c2cccc(NC(=O)Nc3cccc4ccccc34)c2O[C@H]1CN(C)C(=O)NC1CCCCC1	-0.4	-22
CNC(=O)C[C@@H]1CC[C@@H]2[C@H](COc3ccc(NC(=O)Nc4cccc(F)c4)cc3C(=O)N2C)O1	0.0	-5
CCCNC(=O)[C@@H]1[C@@H](CO)[C@@H]2Cn3c(ccc(-c4ccccc4F)c3=O)[C@H]1N2CCC	0.1	-12
C[C@@H]1CN([C@H](C)CO)C(=O)Cc2cc(NC(=O)CCCCCC(=O)Nc3ccccc3N)ccc2O[C@@H]1CN(C)S(=O)(=O)c1ccc(Cl)cc1	-11	25
Cc1ccc(S(=O)(=O)Nc2ccc3c(c2)CC(=O)N([C@H](C)CO)C[C@@H](C)[C@H](CN(C)Cc2ccc(C(=O)O)cc2)O3)cc1	0.2	-12

# Some of the compounds tested; rates above refer to the full screens.
